IL-2 act: activators of IL-2; IL-2 activation reporter assay, cell-based qHTS; stimulated with anti-CD3/CD4/CD28 beads; in transgenic mouse T cells; hit rate 0.065% among 360,000; activation, % (series mostly up to about 46 µM); in the data active = activation above about 50%; inconclusive = mostly about 30% to 49%; also: 0% is about no effect
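Readout: EGFP and DsRed signals by fluorescent plate cytometry. Unstimulated transgenic mouse T cells received compound 60 min before antibody-bead stimulation, then incubated 18 h at 37 degrees C.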
PLK1 PBD block: blocks phosphopeptide binding to human PLK1 polo-box domain. P53350. Plk1 PBD binding of FITC phosphopeptide, fluorescence polarization. Potency, µM, without a hit: max response, negative = inhibition, usual class: inhibitors. hit rate 2.8% among 360,000. AID 720504; also: potency is read from the fitted curve at half-maximal effect; series mostly up to about 57 µM; % is scaled to controls: 0 for no effect and ±100 for the full control effect; nearly all actives have a fitted effect of over 65% in size
GLP-1R inv ag: GLP-1 receptor (human) inverse agonism; HEK293 GLP-1R CRE-luciferase, luminescence, 24 h; GLP-1R form is constitutively active; Potency, µM (series often up to 38.3 µM), for inactives: at the top dose activity change, negative = inhibition, most hits filed as inhibitors; hit rate 1.6% among 410,000; also: potency is read from the fitted curve at half-maximal effect; % is scaled to controls: 0 for no effect and ±100 for the full control effect; nearly all actives have a fitted effect of over 55% in size
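qHTS in 1536-well format: reporter HEK293 cells expressing constitutive GLP-1R activity in DMEM + 10% Nu serum, 24 hr with compounds at 37 deg C, luminescence read after 12 min with detection reagent.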
PTHR1 agonist: activates the human parathyroid hormone receptor PTHR1; Potency, µM (highest dose often 115 µM), for inactives: at the top dose activation, actives largely listed as activators; HEK293 GP2 PTHR1 cells, GloSensor cAMP luminescence, 1 h; AID 743266; Q03431; hit rate 0.075% among 410,000; also: potency is read from the fitted curve at half-maximal effect; nearly all actives have a fitted effect of over 55% in size; some results filed as inactive show a strong effect at the top dose; inactives centre near -15; many of its hits are not listed in these tables
Target sequence (Q03431 whole entry, looked up): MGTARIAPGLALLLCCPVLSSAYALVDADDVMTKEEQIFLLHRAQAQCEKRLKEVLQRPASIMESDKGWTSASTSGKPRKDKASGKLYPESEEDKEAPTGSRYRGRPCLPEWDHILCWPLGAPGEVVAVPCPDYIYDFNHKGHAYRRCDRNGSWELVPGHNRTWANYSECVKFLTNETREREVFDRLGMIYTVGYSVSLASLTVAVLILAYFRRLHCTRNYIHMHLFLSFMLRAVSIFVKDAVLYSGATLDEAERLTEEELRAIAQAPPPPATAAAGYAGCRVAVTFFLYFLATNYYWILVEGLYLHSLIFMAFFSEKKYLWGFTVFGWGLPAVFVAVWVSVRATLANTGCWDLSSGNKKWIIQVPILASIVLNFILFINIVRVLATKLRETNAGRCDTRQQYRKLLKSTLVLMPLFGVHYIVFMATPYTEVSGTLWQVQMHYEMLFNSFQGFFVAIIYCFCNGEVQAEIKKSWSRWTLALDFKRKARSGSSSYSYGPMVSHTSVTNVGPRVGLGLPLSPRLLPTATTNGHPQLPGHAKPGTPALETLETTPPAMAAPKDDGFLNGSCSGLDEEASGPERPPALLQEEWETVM
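HEK-293-derived GP2 cells expressing PTHR1 and a GloSensor cAMP reporter, 3,000/well, plated overnight, given luciferin plus IBMX (each 0.5 mM as added) for 1 h at 37 °C, then compound for 1 h at 37 °C. Luminescence was read after 15 min at room temperature.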
EPAC1 antag: antagonists of human EPAC1. EPAC1 GEF assay, Rap1b-BODIPY-GDP exchange fluorescence. Potency, µM (highest dose often 115 µM), for inactives: at the highest dose activity change, negative = inhibition, hits mostly inhibitors. O95398. hit rate 0.14% among 360,000;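 also: potency is read from the fitted curve at half-maximal effect; plate controls were vehicle for no effect and positive control for full effect; nearly all actives have a fitted effect of over 50% in size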
PI5P4Ka inh: inhibitors of human PI5P4K alpha; P48426; hit rate 1.2% among 330,000; AID 652105; PI5P4Kalpha enzyme, ADP-Glo luminescence, 60 min; stronger effect = lower value; max response, %; active = max response of -50% or lower; inconclusive = between -30% and -50%; inactive = -30% or higher; also: value at the top dose of about 77 µM; % is scaled to controls: 0 for no effect and ±100 for the full control effect
Target sequence (P48426 whole entry, looked up): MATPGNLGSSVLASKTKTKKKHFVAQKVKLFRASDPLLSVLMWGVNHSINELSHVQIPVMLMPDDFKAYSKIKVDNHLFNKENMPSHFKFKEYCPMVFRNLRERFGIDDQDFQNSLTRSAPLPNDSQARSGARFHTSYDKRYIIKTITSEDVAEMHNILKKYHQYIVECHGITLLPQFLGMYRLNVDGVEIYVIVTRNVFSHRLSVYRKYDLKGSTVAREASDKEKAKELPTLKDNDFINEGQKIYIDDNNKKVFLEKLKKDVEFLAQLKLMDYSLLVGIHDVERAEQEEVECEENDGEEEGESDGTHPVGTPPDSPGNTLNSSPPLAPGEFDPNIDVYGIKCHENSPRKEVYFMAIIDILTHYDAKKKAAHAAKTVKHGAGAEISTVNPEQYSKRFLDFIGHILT
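Reactions run in 0.038 M HEPES pH 7.4, 0.28 mM EGTA, 0.1% CHAPS and 5% DMSO, with PI5P4Kalpha, substrate, compound and 5 microM ATP final, one hour at room temperature. Readout is ADP-Glo luminescence.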
EPAC1 ag: activates human EPAC1 exchange factor; O95398; EPAC1 agonist qHTS, biochemical assay; response scale: 100% = response to 6.5 mM cAMP; Potency, µM (highest dose often 154 µM), for the others: at the highest dose activation, usual class: activators; hit rate 0.073% among 360,000; also: potency is read from the fitted curve at half-maximal effect; nearly all actives have a fitted effect of over 60% in size
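EPAC1 100 nM, Rap1B–BODIPY-GDP 250 nM, unlabeled GDP 50 uM; compound titration; 5 min RT; kinetic read ex480/em540 at 5-min intervals ×30 min; data normalized to 6.5 mM cAMP agonist control.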
HEK293 tox: cytotoxicity in counter-screen for GLP-1R inverse agonists. HEK293 cAMP-luciferase reporter cells, luminescence, 24 h. Potency, µM (doses to about 38.3 µM), for inactives: at the top dose activity change, negative = inhibition, most hits filed as inhibitors. hit rate 0.13% among 410,000;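 also: loss of luciferase light is scored as toxicity; potency is read from the fitted curve at half-maximal effect; % is scaled to controls: 0 for no effect and ±100 for the full control effect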
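Luminescence readout: signal drop marks cytotoxicity. Plated cells grew 12 h at 37 °C, 5% CO2, received 23 nL compound for 24 h, then got luciferase reagent, read after 12 min at RT.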
GLP1R ag: GLP-1 receptor (human) agonism; P43220; HEK293 GLP-1R CRE-luciferase, luminescence, 4-6 h; cells express a hypersensitive GLP-1R form; Potency, µM (doses to about 45.6 µM), without a hit: top-dose activation, most hits filed as activators; hit rate 0.007% among 380,000; AID 624172; also: potency is read from the fitted curve at half-maximal effect; % of control where 0% means no effect
Starred values were filed as active, the others as inactive; i = inactive; ? = inconclusive; . = no result given; [ ] = dose if it differs, or a comment. Unless noted, calls follow the shape of the dose curve; as a rule, active = well fitted curve in the direction sought with a large enough effect; inconclusive = small, poorly fitted or top-dose-only effect, or another doubt; inactive = no such curve, though single readings can be large; an effect the other way counts as inactive or inconclusive.

SMILES	IL-2 act	PLK1 PBD block	GLP-1R inv ag	PTHR1 agonist	EPAC1 antag	PI5P4Ka inh	EPAC1 ag	HEK293 tox	GLP1R ag
COc1ccc(OC)c(-c2nn(-c3ccccc3)cc2C(=O)NCC2CCCO2)c1 (configuration not stated)	-0.7	-10.9%	11.5%	i	5.3%	3.4	12.6%	16.6%	-1.2%
Cc1ccc(Nc2ccc(-n3ccnc3)nn2)cc1C	0.6	-6.2%	-9.5%	i	9.6%	9.9	-0.8%	-18.7%	7.8%
CN(Cc1nccn1C)C(=O)CCc1nnc(CCC2CCCCC2)o1	-1.8	1.1%	1.9%	i	6.9%	-0.6	2.9%	-0.2%	3.8%
O=C(COc1ccc(F)cc1)NNC(=O)c1cc2ccccc2oc1=O	-2.7	-5.2%	0.4%	-4.2%	?	-0.8	-9.0%	-6.3%	1.5%
Cc1ccccc1C(=O)Nc1ccccc1C(=O)NCc1ccccc1	-1.1	2.0%	?	i	14.6%	0.8	15.6%	-6.2%	5.1%
CSc1ccccc1NC(=O)CN(C)CC(=O)Nc1ccccc1C(F)(F)F	-0.7	-2.6%	2.2%	-21.0%	-6.6%	-5.9	-6.9%	14.8%	4.4%
CCCCC1=C([O-])C2N=CC=CC2=[N+](c2ccccn2)C1=O (configuration not stated)	1.9	-2.5%	3.0%	i	0.4%	-5.0	-2.1%	-5.8%	-5.5%
COc1ccc(/C=N/NC(=O)Cc2ccc(Cl)cc2)cc1OC	-3.4	-7.0%	163.2%[activator]	-8.1%	-1.7%	0.0	4.5%	12.1%	?
COc1ccc(C2=NCCNC(C(F)(F)F)=C2)cc1	-1.0	-0.2%	-13.3%[0.307 µM]	-6.4%	5.9%	-5.2	5.8%	0.3%[0.307 µM]	-9.8%
CCOC(=O)Cc1nnc(NC(=O)CSc2nnc3c4ccccc4n(C)c3n2)s1	-1.0	-9.9%	73.6%[activator]	-43.4%[inhibitor]	-10.7%	.	8.9%	-5.1%	6.9%
CSc1ccc(C2CC(=O)Nc3c2c(=O)n(C)c(=O)n3C)cc1 (configuration not stated)	1.6	26.7µM*	0.5%	-30.1%[inhibitor]	8.3%	-5.0	14.8%	1.7%	5.0%
O=C(Cn1nc(Cc2cccnc2)c2ccccc2c1=O)Nc1ccc2c(c1)OCO2	-3.3	-0.9%	1.4%	-4.1%	32.7%	-10.8	6.6%	-10.8%	-1.7%
Cc1cc(C2(c3ccc(O)c(C)c3)C(=O)N(C)c3ccc(Br)cc32)ccc1O	0.2	0.4%	?	-24.2%	-1.2%	1.6	-3.4%	-13.7%	-0.7%
CCn1cc(/C=C/C(=O)NCc2c(C)nn(C)c2C)cn1	-2.8	-8.4%	12.1%	i	5.1%	.	10.7%	1.9%	-0.3%
Cc1ccc(S(=O)(=O)N2[C@H](CC(=O)c3ccc(F)cc3)OC[C@@H]2C(C)C)cc1	0.6	-10.3%	?	-20.0%	-8.8%	4.4	17.0%	-3.6%	.
CC(=NNc1ccccc1)C(C)=NNc1ccccc1	-1.3	1.4%	?	-48.2%[inhibitor]	?	12.6	-12.0%	-19.6%	-0.5%
CC(C)(C)NC(=O)c1nn(Cc2ccccc2)c(=O)c2ccccc12	0.3	-0.8%	7.6%[0.307 µM]	i	6.8%	3.6	-5.4%	3.9%[0.307 µM]	17.9%
CCOc1ccc(C(=O)N(Cc2ccc(OC)cc2)Cc2cc3cc(OC)ccc3[nH]c2=O)cc1	-2.1	-6.2%	0.0%	-7.8%[57.5 µM]	4.8%	.	4.7%	10.6%	1.1%
C#CCN(N(C)c1ncc(C(F)(F)F)cc1Cl)S(=O)(=O)c1ccc2ccccc2c1	-1.5	?	0.3%	-1.8%[57.5 µM]	-0.8%	3.3	12.0%	-14.0%	0.0%
CCOC(=O)C1CCCN(c2ncnc3c2cnn3-c2cccc(C)c2)C1 (configuration not stated)	1.2	-5.0%	-2.1%	-29.1%	-24.5%	.	6.6%	-7.1%	5.6%
O=C1NC(c2ccccc2)(C(F)(F)F)SC2=CCCCCN12 (configuration not stated)	-2.5	-4.9%	?	i	13.1%	5.9	-1.6%	-6.9%	-1.7%
O=C(Nc1ccc(S(=O)(=O)N2CCOCC2)cc1)c1cccc(Br)c1	0.7	-7.5%	?	-11.2%	-15.6%	3.1	10.9%	-5.4%	8.2%
CC[n+]1c(-c2ccccc2)csc1Nc1c(C)n(C)n(-c2ccccc2)c1=O	-0.3	-0.1%	?	-81.0%[inhibitor]	14.2%	2.7	-7.3%	2.6%	-2.9%
Cn1c(CNC(=O)C(Cc2ccccc2)NC(=O)c2ccccc2F)cc(=O)n(C)c1=O (configuration not stated)	-2.6	-21.7%	15.4%	i	-10.8%	-3.3	6.9%	6.4%	-1.1%
COC(=O)c1cc(Cl)c(NS(=O)(=O)c2ccccc2)cc1OC	2.5	-6.1%	-2.0%	i	-12.1%	-18.4	-1.9%	-3.4%	-5.9%
CCOC(=O)NC(=O)c1cn(Nc2ccccc2)c(=O)[nH]c1=O	-1.2	-3.8%	8.7%	-14.4%	0.0%	-7.2	3.5%	-6.6%	0.1%
CN1CCN(CC(=O)NC(=O)NC2CCCCC2)CC1	-0.7	5.7%	-2.6%	-26.4%	-29.6%	6.4	15.0%	19.2%	-2.4%
CC1CCN(C(=O)CSC2=NS(=O)(=O)c3cc(F)ccc3N2)CC1	0.4	-12.9%	31.6%[activator]	i	3.1%	-0.2	8.5%	0.6%	1.0%
O=C(c1ccc(S(=O)(=O)Nc2ccccc2Cl)cc1)N1CCCC1	0.4	-6.5%	-1.8%	i	25.3%	0.6	-11.1%	-25.1%	-4.5%
O=C(C1CCCCC1)N1C[C@@H](n2cc(-c3ccc(F)cc3)nn2)[C@H](O)C[C@@H]1c1ccc(Cl)cc1	-1.4	-7.5%	?	-14.5%	-12.6%	-1.9	-12.5%	20.2%	3.0%

Gathered by group, the compounds so far containing an NH in an aromatic ring.
SMILES	IL-2 act	PLK1 PBD block	GLP-1R inv ag	PTHR1 agonist	EPAC1 antag	PI5P4Ka inh	EPAC1 ag	HEK293 tox	GLP1R ag
CCOc1ccc(C(=O)N(Cc2ccc(OC)cc2)Cc2cc3cc(OC)ccc3[nH]c2=O)cc1	-2.1	-6.2%	0.0%	-7.8%[57.5 µM]	4.8%	.	4.7%	10.6%	1.1%
CCOC(=O)NC(=O)c1cn(Nc2ccccc2)c(=O)[nH]c1=O	-1.2	-3.8%	8.7%	-14.4%	0.0%	-7.2	3.5%	-6.6%	0.1%

Continuation:
SMILES	IL-2 act	PLK1 PBD block	GLP-1R inv ag	PTHR1 agonist	EPAC1 antag	PI5P4Ka inh	EPAC1 ag	HEK293 tox	GLP1R ag
Cc1ccc(S(=O)(=O)CCc2nc3ccccc3[nH]2)cc1C	1.3	-0.8%	8.1%	-20.0%	0.7%	3.1	-13.4%	-5.8%	2.0%
Cc1nc2ccccc2nc1Nc1cccc(Cl)c1	-2.8	-4.5%	?	i	-6.8%	30.7	0.6%	1.5%	19.0%
COc1ccc(CNC(=O)c2c(O)nc3cc(C)ccn3c2=O)cc1	.	.	-11.8%	-12.8%	.	.	.	-8.8%	0.8%
Cc1[nH]c(=O)c(C#N)c(C)c1CCC(=O)NCc1ccc(Cl)cc1	1.1	-17.0%	7.0%	i	3.5%	-3.5	-4.9%	8.5%	11.8%
COCCn1c(-c2ccc3ccccc3c2)nc2c1c(=O)[nH]c(=O)n2CC(C)C	-4.4	-4.6%	0.1%	-9.8%	-3.5%	4.2	-7.0%	0.0%	14.5%
CC(C)(C)NC(=O)C1CCN(C(=O)c2ccc(-c3ccccc3)cc2)CC1	0.5	-3.4%	?	-11.1%[57.5 µM]	9.7%	6.9	-9.4%	-8.3%	2.5%
Oc1ccc(N=Nc2ccccc2)o1	-3.6	?	?	i	10.2%	0.8	9.7%	-10.2%	-4.4%
Clc1ccccc1CN1CCN(c2ncccn2)CC1	1.3	-3.8%	?	-93.8%[inhibitor]	-8.9%	3.0	-2.5%	-14.1%	2.7%
COc1ccc(-c2cc(-c3c(O)c(OC)c4occc4c3OC)[nH]n2)cc1	-2.4	3.6%	?	-29.0%[57.5 µM]	-0.3%	.	19.5%	-22.0%	-12.5%
Cc1ccccc1OCCC(=O)OCC(=O)Nc1ccc(N2CCOCC2)cc1	-0.9	2.6%	10.6%	-8.8%	-1.4%	-1.9	-2.4%	-11.8%	-7.0%
CCOC(=O)c1c(C)[nH]c(C(=O)OCC(=O)N(CC(C)C)C2CCS(=O)(=O)C2)c1C (configuration not stated)	1.5	-13.1%	17.6%	23.7%	-12.9%	-1.5	6.3%	-2.6%	-2.2%
Cc1cc(C)n(Cc2ccc(Cl)c(Cl)c2)c(=O)c1S(=O)(=O)c1ccccc1	0.1	-12.0%	-8.5%	i	-6.6%	5.6	-4.1%	5.6%	-3.0%
CCC(C)[C@H](NC(=O)C1CC(=O)N(c2ccc3c(c2)OCCO3)C1)C(=O)NC1CCCC1 (some centres not stated)	0.7	-0.9%	3.1%	i	-23.7%	0.9	-8.9%	-1.4%	-0.3%
CCCc1nc2ccc(C)cn2c1Cc1cccc(Cl)c1	-0.8	3.4%	?	-4.3%	-1.1%	2.0	0.6%	-11.8%	-6.5%
Cc1c(-c2ccccc2)[n+](=O)c2c(n1[O-])CCCCC2	0.2	-7.4%	27.6%	6.9%	2.4%	-2.8	5.7%	-2.1%	-6.8%
Cc1ccc(S(=O)(=O)N2CCN(C(=O)COC(=O)c3cccnc3Cl)CC2)c(C)c1	1.6	-0.7%	-11.7%	-20.8%	-13.2%	0.8	3.2%	-3.3%	6.1%
CC(=O)NCCOc1nc(N(C)C)nc(N(C)C)n1	1.8	-16.5%	0.0%	-21.5%[57.5 µM]	-2.0%	.	3.8%	1.0%	-10.5%
COC(=O)C1=C(C)N(C)C(=O)NC1c1ccc(O)c(OC)c1 (configuration not stated)	-1.9	4.5%	29.2%	-14.9%	-15.0%	-0.9	2.4%	0.6%	12.8%
Cn1c(=S)[nH]c2scc(-c3cccs3)c2c1=O	-0.1	?	1.5%[0.307 µM]	-26.3%	-23.8%	?	-0.4%	-1.3%[0.307 µM]	1.8%
CN(CC(=O)Nc1ccccc1Br)C(=O)c1cccnc1Nc1cccc(C(F)(F)F)c1	-5.1	0.4%	?	-34.5%[inhibitor]	-24.1%	23.3	1.0%	?	0.5%

An excerpt. The share of hits here may be higher or lower than overall.
